Source: PubChem BioAssay
Cardio protect: cardioprotection against H2O2-induced cell death, primary screen, uHTS, H9c2 cells, ATPLite luminescence. H9c2 cardiomyocytes, H2O2 injury protection, 2 h. protection from H2O2 cell death, % at 20 µM. actives 0.63% (n = 360,000);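 active = compounds giving at least 50% protection of heart cells from peroxide-induced death in the single-dose screen, raw or plate-pattern-corrected value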;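 note: 0% = DMSO wells with peroxide and 100% = DMSO wells without peroxide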
HTR2A ag: mouse Htr2a agonists via beta-arrestin recruitment, primary screen, cell-based, luminescence; 5-hydroxytryptamine receptor 2A (Mus musculus), P35363; AID 624169, 2012; actives 0.66% (n = 360,000); CHO-K1 mHTR2A beta-arrestin complementation; percent of 30 µM serotonin response; activation, % at 7.6 µM;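 active = activation above a run cutoff, the mean activation of all tested compounds plus 3 SD, cut at about 14% in these data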;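 note: 0% = plate median of compound wells and 100% = 30 µM serotonin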
Target sequence (P35363 whole entry, looked up): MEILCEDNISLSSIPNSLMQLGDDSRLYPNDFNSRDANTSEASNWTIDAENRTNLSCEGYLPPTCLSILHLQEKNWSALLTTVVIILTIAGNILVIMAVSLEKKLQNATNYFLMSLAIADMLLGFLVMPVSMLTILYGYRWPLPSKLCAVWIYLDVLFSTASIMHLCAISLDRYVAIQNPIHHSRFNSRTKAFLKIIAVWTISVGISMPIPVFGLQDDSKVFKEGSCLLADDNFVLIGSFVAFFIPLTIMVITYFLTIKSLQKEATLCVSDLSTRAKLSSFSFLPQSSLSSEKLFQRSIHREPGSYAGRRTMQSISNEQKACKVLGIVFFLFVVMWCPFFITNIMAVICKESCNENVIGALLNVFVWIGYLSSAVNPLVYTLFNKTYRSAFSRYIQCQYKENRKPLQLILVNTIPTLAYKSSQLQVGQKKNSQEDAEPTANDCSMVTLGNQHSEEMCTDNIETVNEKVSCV
MC4R barr agon: MC4R agonists recruiting beta-arrestin, primary screen, cell-based, luminescence, agonist arm of biased-ligand search; activation, % at 8.9 µM; U2OS MC4R beta-arrestin complementation; percent of melanotan II response, DMSO zero; actives 0.98% (n = 360,000); AID 540308, 2011;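 active = activation above a per-plate cutoff, the mean activation of sample wells on that plate plus 3 SD, cut at about 8% in these data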
Target sequence (P32245 whole entry, looked up): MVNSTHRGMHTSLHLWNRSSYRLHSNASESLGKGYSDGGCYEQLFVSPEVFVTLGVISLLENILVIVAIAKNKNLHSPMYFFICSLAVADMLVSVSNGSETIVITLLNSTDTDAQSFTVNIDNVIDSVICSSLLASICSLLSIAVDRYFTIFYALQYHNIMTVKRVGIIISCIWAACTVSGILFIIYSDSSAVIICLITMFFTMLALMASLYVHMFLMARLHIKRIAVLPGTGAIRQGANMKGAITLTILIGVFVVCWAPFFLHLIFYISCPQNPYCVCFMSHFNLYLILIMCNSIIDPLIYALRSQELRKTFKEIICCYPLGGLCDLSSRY
ABHD5-PLIN5 inh: ABHD5-PLIN5 interaction inhibitors, primary screen, cell lysate, split luciferase complementation, luminescence. Perilipin-5 (Homo sapiens) + 1-acylglycerol-3-phosphate O-acyltransferase ABHD5 (Homo …. Split G. princeps luciferase complementation, 4 h. inhibition, % at 4 µM. actives 0.78% (n = 360,000). AID 602281, 2012;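 active = inhibition above the mean inhibition across every tested compound plus 3 SD, cut at about 22% in these data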;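 note: 0% = DMSO only wells and the 100% control is not disclosed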
Exocytosis inh: LAMP-1 surface exposure blockers, TALL-104 cells – cell-based, flow cytometry, MLPCN library, primary screen. TALL-104 LAMP-1 surface exposure; cells stimulated with thapsigargin and PMA. inhibition, % at 10 µM. actives 0.66% (n = 360,000);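 active = inhibition above about 55%, limit read from the data; inconclusive = no clear call, values can overlap the other calls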
ABCB6 inh 2: ABCB6 transporter inhibitors, primary screen, K562-ABCB6 cells, flow cytometry, MLPCN library. ATP-binding cassette sub-family B member 6 (Homo sapiens), Q9NP58. K562-ABCB6 porphyrin accumulation, 1 h; hits give low values. fluorescence ratio to DMSO, % at 10 µM. actives 0.19% (n = 360,000);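 active = fluorescence ratio to DMSO below 75%, the collection mean minus 3 SD; inconclusive = too few cells collected in the well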;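 note: signal is porphyrin accumulated inside mitochondria; 100% equals median channel fluorescence of DMSO control wells; lower ratio means ABCB6 inhibition with less porphyrin fluorescence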
CaV13 ICDI inh: Disruptors of the CACNA1D IQ motif to Ca2+-dependent inactivation inhibitor domain association, primary screening, Förster resonance energy transfer in intact living …; HEK cells, CFP/YFP FRET ICDI-IQ, plate reader, 10 min; percent FRET-ratio fall versus neutral wells; inhibition, % at 12.3 µM; actives 0.098% (n = 340,000); AID 743397;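 active = mean replicate inhibition of at least 30% and at least 1% of replicates passing that level; inconclusive = only one of the two criteria is met; inactive = neither criterion is met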;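 note: 0% = median of the neutral control wells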
MC4R antag cAMP: MC4R antagonists of cAMP signaling, primary screen, cell-based, TR-FRET, antagonist arm of biased-ligand search. Melanocortin receptor 4 (Homo sapiens), P32245. MC4R-expressing cells, MTII-stimulated cAMP, LANCE TR-FRET. inhibition, % at 6.5 µM. actives 0.48% (n = 360,000);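 active = inhibition above its plate's cutoff, the mean of tested wells on that plate plus 3 SD, cut at about 29% in these data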;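 note: 0% = Melanotan II alone and 100% = Melanotan II plus saturating MCL0020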
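material = U2OS cells stably expressing human melanocortin 4 receptor (MC4R) | also added = Melanotan II challenge | dosing = single nominal compound dose of 6.5 µM | detection = TR-FRET with Eu-cAMP and labeled anti-cAMP, 671 nm | replication = singlicate | timing = compound 30 min, challenge 1 h, detection 1 h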
N-glyco inh: increase of ERlucT glycosylation luciferase signal, primary screen, N-linked glycosylation inhibitor project, D54 ERlucT cells, luminescence, set 2; D54 ERlucT glycosylation luciferase reporter, 24 h; percent of 100 nM tunicamycin response; actives 0.23% (n = 360,000); reporter increase, % at 12.5 µM;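 active = mean luciferase reporter signal, scaled so untreated is 0 and the glycosylation-blocking control 100, at or above a set limit in every replicate; inconclusive = mean reaches the limit but not every replicate does; inactive = mean below the limit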;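 note: luciferase carries N-glycosylation sites so blocking glycosylation raises the light; 0% = median of neutral control wells and 100% = median of 100 nM tunicamycin wells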
PDI inh: inhibitors of human PDI, primary screen, biochemical, turbidity, single point, plate reader; Protein disulfide-isomerase (Homo sapiens), P07237; PDI insulin aggregation turbidity, A650, 90 min; inhibition, % at 10 µM; actives 0.052% (n = 350,000); AID 588391, 2011;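 active = mean inhibition across replicates of 30% or more, whatever share of single replicates reach that level; inconclusive = mean inhibition below 30% while every single replicate reaches 30%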;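 note: absorbance from insulin aggregation driven by PDI reduction with DTT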
The depositor's hits bear a star; u = inconclusive; x = no result given; & = joins results of further samples.

smiles	Cardio protect	HTR2A ag	MC4R barr agon	ABHD5-PLIN5 inh	Exocytosis inh	ABCB6 inh 2	CaV13 ICDI inh	MC4R antag cAMP	N-glyco inh	PDI inh
O=C(COC(=O)/C=C/c1cccc([N+](=O)[O-])c1)Nc1ccc(Cl)cn1	-3	-6	-1.6	-1	-2	111	-3	2	0	-6
O=C(CCS(=O)(=O)c1ccccc1)NC1CCCCC1	1	-2	-3.2	-3	-1	100	-6	1	-4	2
OC(c1ccccc1)(c1nc(-c2ccc3c(c2)OCO3)cs1)C(F)(F)F (stereo unspecified)	-8	-12	4.7	-6	6	93	-5	4	2	16
COCCn1c(=O)[nH]c2cc(C(=O)NCCN3CCN(c4cccc(Cl)c4)CC3)ccc2c1=O	13	4	-1.8	3	-7	96	-5	5	0	12
COc1ccccc1/C=N/NC(=O)c1csc(C)c1C	-18	-3	-2.2	-6	-3	101	-5	-2	0	-2
COc1ccc(Cc2nnc(SCC(=O)c3ccc4c(c3)OCO4)o2)cc1	0	2	-0.8	-4	0	98	-6	14	1	5
COc1ccc(CN2CCN(c3ccccn3)CC2)c(OC)c1C	-1&-9	3&6	0.5&-3.1	6&-1	6&11	93&106	-13&-5	5&2	1&3	1&-2
Cc1nn(-c2ccccc2)c(/N=C/c2ccc(O)cc2)c1-c1ccccc1	-14	-5	1.5	-8	3	102	-17	7	0	-3
Cc1ccnc(NS(=O)(=O)c2ccc(NC(=O)C3C4C=CC(C4)C3C(=O)O)cc2)n1 (stereo unspecified)	2	5	0.3	-1	9	92	-5	12	1	1
Cc1[nH]c2ccccc2c1/C=N/NC(=O)c1cccc(S(=O)(=O)Nc2cccc(C(F)(F)F)c2)c1	-2	0	-0.5	-3	-1	102	-19	3	-3	-11
CN(C)c1ccc(N=Nc2ccccc2C(=O)OCC(=O)Nc2ccccc2C(F)(F)F)cc1	-1	-4	-2.5	7	8	96	-6	4	-11	6
O=C(c1ccccc1Cl)c1c(O)c2ccccc2oc1=O	2	3	0.1	-9	-2	100	-4	6	0	-1
CC(Oc1ccc(Cl)cc1)C(=O)N1CCCc2ccccc21 (stereo unspecified)	-4	3	-0.9	10	-2	100	-5	10	0	7
CCOC(=O)c1cc(-c2ccccc2)sc1NC(=S)Nc1cc(C)ccn1	6	-1	-1.9	-5	-2	94	x	-1	1	-5
O=C(COC(=O)c1cccnc1Nc1cccc(C(F)(F)F)c1)NC1CCS(=O)(=O)C1 (stereo unspecified)	-3	-5	-1.8	1	6	89	-3	-4	-1	16
CCOc1cc(N2CCOCC2)c(OCC)cc1NC(=O)c1nn(CC)c(=O)c2ccccc12	54*	4	-1.9	-3	-2	95	-6	9	-8	-4
Cc1ccc2cc(CCNS(=O)(=O)c3ccc(Br)cc3)c(=O)[nH]c2c1C	-2	0	0.9	4	4	94	-1	4	-3	-30
CC(C)(C)NC(=O)CSc1nnc(-c2ccccn2)n1-c1ccccc1	9	-3	-0.1	2	-2	104	5	4	1	x
CC(=O)Nc1cccc(Nc2nc(-c3ccccc3F)nc3ccccc23)c1	23	1	-0.7	5	-5	88	-2	8	6	25
Cc1[nH]c(C)c(S(=O)(=O)Nc2cccc(Cl)c2C)c1C(=O)N1CCCCC1	-4	-5	-0.9	-4	-7	99	-2	2	1	5
COc1ccc(OC)c(N(CC(=O)O)S(=O)(=O)c2ccc(OC)c(OC)c2)c1	2	4	0.3	1	6	97	-5	-4	3	8
COC(=O)c1ccc(S(=O)(=O)N2CCC(O)CC2)n1C	1	8	5.8	3	-5	110	-5	8	4	-2
CCC(=O)c1cn(CC(=O)Nc2c(C)cccc2C)c2ccccc12	1	9	-0.7	2	-8	89	-2	9	-2	0
CC(=O)c1cccc(NC(=O)Nc2ccc3c(c2)N(C)C(=O)CS3)c1	52*	-7	-2.3	1	-2	97	x	5	-9	2
CCCCn1c(N)c(N(CC(C)C)C(=O)c2ccc(-c3ccc([N+](=O)[O-])cc3)o2)c(=O)[nH]c1=O	1	12	-0.5	-2	2	102	-18	8	1	-20
Cc1ccccc1N1CC(C(=O)Nc2ccc(S(=O)(=O)N3CCOCC3)cc2)CC1=O (stereo unspecified)	-4	5	-1.4	3	7	96	-4	0	0	16
O=C(CCn1c(=O)[nH]c2ccccc2c1=O)N1CC=C(c2ccccc2)CC1	-5	-6	-0.9	-7	2	97	6	6	0	2
O=C(CCC(=O)Nc1ccccc1)NCCO	10	1	0.6	1	-2	103	x	-4	-2	-6
O=C(NC1CCCCCCC1)c1cccnc1	2	-5	-0.6	-1	-6	98	-7	2	-1	2
CCOC(=O)c1c(NC(=O)CSc2nnnn2C)sc(C)c1-c1ccc(C)cc1	-7	1	3.1	3	11	101	-5	-8	-11	-6
CC1(C)CC(=O)C(C=Nc2ccc(C(=O)c3ccccc3)cc2N=CC2=C(O)CC(C)(C)CC2=O)=C(O)C1	28	3	-1.9	-19	7	145	-3	-2	1	-5
O=C1c2ccccc2C(=O)c2[nH]c(=O)[nH]c21	-12	1	-1.3	-8	12	107	-18	-45	-17	8
CC(=O)c1ccc(NS(=O)(=O)c2cc3c(cc2C)N(C)CCO3)cc1	-8	3	-0.7	4	-1	92	-2	0	1	-1
COc1cccc(N2CCN(c3ccc4nnc(CCC(=O)Nc5ccccc5OC)n4n3)CC2)c1	13	-2	-3.9	-3	-2	96	-3	7	1	-4
CC(=O)c1cnc2sccn2c1=O	-7	-1	-2.3	0	0	101	3	9	3	2
Cc1ccc(COn2c(-c3ccc(Cl)cc3Cl)nc3ncccc32)cc1	-20	3	4.8	10	8	100	-5	8	-2	-4
Cc1ccc2nc(NC(=O)COC(=O)c3ccncc3)sc2c1	-4	1	-3.1	2	-1	93	-6	14	-2	0
COc1cc(OC)c(C2=NOC(C(=O)N3CCN(C(=O)c4ccco4)CC3)C2)cc1Cl (stereo unspecified)	2	-3	-3.4	3	0	106	-1	9	-1	2
CC(C)OCCCN(C)C1CCN(S(=O)(=O)c2ccc(-c3cc(C(F)(F)F)no3)s2)CC1	-4	-7	3.0	7	7	104	-5	-4	0	9
Cc1cccn2c(CN3CCNC(=O)CC3)c(C(=O)N(C)CCc3ccccc3)nc12	-6	1	2.1	-1	0	91	-19	16	2	6
Cc1ccc(N2CC(C(=O)OCC(=O)C(C)(C)C)CC2=O)cc1C (stereo unspecified)	3	-1	0.7	0	-5	94	-6	9	-1	1
COc1ccc(CCC(=O)Nc2c(-c3ccc(N(C)C)cc3)[nH][nH]c2=O)cc1	-13	16*	x	86*	-3	102	-5	x	2	x
Cc1ccc(/C=C2/C(=O)N=C(N)N2C)s1	2	-1	-1.6	-2	2	96	-4	-20	4	1
O=C(c1cc(S(=O)(=O)N2CCOCC2)c(Cl)cc1Cl)N1CCN(S(=O)(=O)c2cccc(F)c2)CC1	2	7	-2.4	-3	56*	96	-5	2	-1	9
CC1(C)CC(NS(=O)(=O)OCC(Cl)(Cl)Cl)c2cc(C#N)ccc2O1 (stereo unspecified)	-6	4	4.9	7	-1	100	-6	4	-1	-4
CCOC(=O)Cc1csc(NC(=O)CSc2ncnc3c2cnn3-c2ccc(OC)cc2)n1	16	4	-0.2	-9	10	108	x	16	0	3
Cc1ccc2nc(CSc3nnc(Nc4ccccc4F)s3)cc(=O)n2c1	-3	1	-2.0	-4	-2	91	-2	-1	-1	-2
O=C(CCC(=O)OCC(=O)c1ccc(Br)cc1)NC1CCCCC1	-1	-3	1.3	-3	3	97	-4	4	0	2
O=[N+]([O-])c1cc(S(=O)(=O)N2CCCC2)ccc1O	-2	-2	-1.7	1	-1	96	-15	7	-1	-12
CC(=O)c1c(C)[nH]c(C(=O)OCC(=O)N(C)C)c1C	0	1	1.4	-6	-1	97	x	3	2	-5

Remaining list, next part.
smiles	Cardio protect	HTR2A ag	MC4R barr agon	ABHD5-PLIN5 inh	Exocytosis inh	ABCB6 inh 2	CaV13 ICDI inh	MC4R antag cAMP	N-glyco inh	PDI inh
Nc1nc(-c2ccccc2)nc2nonc12	4	-5	-2.4	2	6	96	-18	-2	3	-16
CCCCn1c(=O)cc(C)n(-c2ccccc2)c1=O	4	-3	-0.6	7	-1	101	4	-1	2	10
COC(=O)c1c(NC(=O)c2c(OC)cccc2OC)sc2c1C(C(=O)OC)CC2 (stereo unspecified)	7	3	-1.2	3	-5	97	-5	4	-1	-2
Cc1cn([C@H]2C[C@H](O)[C@@H](CNC(=O)[C@@H]3CCCN3Cc3ccccc3)O2)c(=O)[nH]c1=O	9	-3	-0.7	-5	-4	100	-3	11	0	-2
CN(CC(=O)Nc1ccc(N2CCOCC2)cc1)C(=O)c1cc(F)c(F)cc1Cl	-2	4	-2.9	0	-2	93	-7	0	1	-13
Cc1cc(C)n(-c2ccc(Cl)c(C(=O)O)n2)n1	-2	-22	-4.3	4	u	89	x	-2	1	7
COc1cc(CNCCCN2CCOCC2)ccc1OCC(=O)Nc1cccc(C(F)(F)F)c1	-15	-10	-1.5	7	17	103	-8	3	1	-4
CC(C)C(c1nnnn1C1CCCC1)N1CCc2ccccc21 (stereo unspecified)	8	-7	-1.3	-14	-4	99	-5	7	-4	-3
COC(=O)c1sccc1-n1cccc1C(=O)C(=O)N1CC(C)OC(C)C1 (stereo unspecified)	5	1	0.2	-1	17	202	x	11	0	-6
O=C(Nc1ccc(F)cc1F)N1CCC(c2nc3ccccc3o2)CC1	1	-4	-1.3	4	0	95	-2	8	1	-1
CCc1c(-c2cccc(Br)c2)ncn1Cc1cccc(-c2ccccc2)c1	x	-4	x	-12	1	x	-10	x	x	x
COc1ccc(CCC(=O)Nc2ccc(C)c([N+](=O)[O-])c2)cc1	0	-3	0.2	0	-2	94	-2	-1	0	-5
COc1cc(C(=O)Oc2ccc3c(c2)OCC3=O)cc(OC)c1OC	8	-1	1.0	-4	-3	94	-5	8	2	2
CCOC(=O)C1=C(C)N=c2s/c(=C\c3ccncc3)c(=O)n2C1c1ccc2c(c1)OCO2 (stereo unspecified)	55*	4	0.5	-13	17	108	-1	4	-3	-5
